Source: PubChem BioAssay (several laboratories)
ABCB1 inh: ABCB1 efflux pump inhibitors, primary screen, cell-based, multiplex, flow cytometry, ABCG2 counter-screen. ATP-dependent translocase ABCB1 (Homo sapiens), P08183. CCRF-Adr cells, JC-1 efflux. inhibition, % at 6.6 µM. 190,000 tested, 0.067% active. AID 1326, 2008; in the data active = inhibition above about 40%;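 note: 0% = vehicle and 100% = reference inhibitor; higher value means more JC-1 retained so stronger ABCB1 efflux block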
Avidin bead fluor: green autofluorescence of compounds with avidin beads – biophysical, 488/530 nm, flow cytometry, artefact control, profiling panel; AID 1775, 2009; compound fluorescence 488/530 nm; stronger effect = higher value; fluorescence (KMESF) at 10 µM; 220,000 tested, 0.38% active; in the data active = fluorescence above about 47; note: inactives centre near 10
Pf gamet viab: late stage P. falciparum gametocyte viability inhibitors, primary screen, ATP luminescence, HTS; inhibition, % at 10.9 µM; 150,000 tested, 0.065% active; AID 743093, 2013; P. falciparum stage V gametocytes, 24 h;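 active = inhibition above the mean plus 3 SD of compounds within the control limits, set per campaign, cut at about 38% in these data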;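 note: 0% = DMSO wells and 100% = medium only without gametocytes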
Rab7 wt modul: modulators of GTP binding to Rab7, primary screen, biochemical, wildtype, multiplex bead flow cytometry; Rab7 GTPase wild type (dog), Bodipy-FL-GTP binding; 190,000 tested, 0.055% active; GST-Rab7 beads, fluorescent GTP binding; actives lie on both sides; untreated = 100%, excess cold GTP = 0%; GTP binding activity (percent of control), % at 10 µM;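 active = fluorescent GTP binding to Rab7 beads changed by at least 20 points from the 100% baseline, either direction, mostly lower; inconclusive = compound itself probably fluorescent, or too few beads counted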;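 note: median green fluorescence of bound Bodipy-FL-GTP per Rab7 bead population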
ABCG2 inh: ABCG2 efflux pump inhibitors, primary screen, multiplex with ABCB1, IgMXP3 cells, flow cytometry | Broad substrate specificity ATP-binding cassette transporter ABCG2 (Homo sapiens), Q9UNQ0 | JC-1 efflux | inhibition, % at 6.6 µM | 190,000 tested, 0.1% active | AID 1325, 2008;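 active = inhibition above 80%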;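 note: 0% = DMSO and 100% = nicardipine control wells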
Target sequence (Q9UNQ0 whole entry, looked up): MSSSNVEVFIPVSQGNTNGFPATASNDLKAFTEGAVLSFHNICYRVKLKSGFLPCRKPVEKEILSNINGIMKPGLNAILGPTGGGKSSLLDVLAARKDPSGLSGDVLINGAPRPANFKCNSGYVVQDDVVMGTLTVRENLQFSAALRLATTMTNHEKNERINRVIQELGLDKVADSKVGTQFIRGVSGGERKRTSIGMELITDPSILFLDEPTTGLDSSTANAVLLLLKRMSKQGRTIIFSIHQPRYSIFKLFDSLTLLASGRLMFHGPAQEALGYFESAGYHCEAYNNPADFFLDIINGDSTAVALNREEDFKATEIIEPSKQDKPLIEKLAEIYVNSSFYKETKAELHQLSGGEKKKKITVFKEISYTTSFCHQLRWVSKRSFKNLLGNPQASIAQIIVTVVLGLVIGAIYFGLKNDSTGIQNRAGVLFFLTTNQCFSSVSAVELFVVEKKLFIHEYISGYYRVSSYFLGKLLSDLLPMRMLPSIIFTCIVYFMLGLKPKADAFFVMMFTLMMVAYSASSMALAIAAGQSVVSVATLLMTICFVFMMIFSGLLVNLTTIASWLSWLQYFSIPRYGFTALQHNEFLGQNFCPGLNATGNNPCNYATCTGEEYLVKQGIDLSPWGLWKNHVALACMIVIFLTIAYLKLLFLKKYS
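Test system: IgMXP3 (ABCG2) plus far-red-tagged CCRF-Adr (ABCB1) cells. Reagent: JC-1 dye as substrate. Timing: 10 min exposure at 25 °C with rotation, no wash. Measured by: flow cytometric JC-1 green MFI at 530 nm. Read-out: percent efflux inhibition, scaled nicardipine 100% to DMSO 0%. Control set: nicardipine and DMSO wells.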
Rac1 wt modul: wildtype Rac1 GTP binding modulators, primary screen, biochemical, GST-Rac1 beads, flow cytometry, multiplex; Ras-related C3 botulinum toxin substrate 1 (Homo sapiens), P63000; fluorescent GTP binding; actives lie on both sides; 0 = cold GTP competed, 100 = untreated; GTP binding activity (% of control), % at 10 µM; 190,000 tested, 0.27% active;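 active = GTP binding activity at least 20 points away from the 100% control level, either lower or higher; inconclusive = compound flagged as likely green fluorescent, judged across all proteins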
GSH fluor: compound fluorescence on glutathione beads, profiling panel, artefact control, biophysical, 488/530 nm, flow cytometry; fluorescence (KMESF) at 10 µM; GSH beads flow cytometry, compound fluorescence 488/530 nm; stronger effect = higher value; 190,000 tested, 0.25% active; in the data active = fluorescence above about 89;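 note: glutathione beads carrying GST-tagged Bcl family fusion proteins plus one bare bead set; values are compound well signal with DMSO vehicle wells as background; inactives centre near 16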
HRas wt GTP bind: modulators of GTP binding to HRas wildtype, primary screen, biochemical, bead-based flow cytometry, multiplex; GTPase HRas (Homo sapiens), P01112; GST-Ras wt beads, Bodipy-FL-GTP binding; actives lie on both sides; GTP binding activity, % at 10 µM; 190,000 tested, 0.14% active;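 active = GTP binding activity at least 20% away from the 100% baseline, either lowered as inhibitor or raised as activator; inconclusive = flagged as likely green fluorescent, judged across all proteins in the well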;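 note: 0% = unlabeled GTP competition control and 100% = no-compound control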
Target sequence (P01112 whole entry, looked up): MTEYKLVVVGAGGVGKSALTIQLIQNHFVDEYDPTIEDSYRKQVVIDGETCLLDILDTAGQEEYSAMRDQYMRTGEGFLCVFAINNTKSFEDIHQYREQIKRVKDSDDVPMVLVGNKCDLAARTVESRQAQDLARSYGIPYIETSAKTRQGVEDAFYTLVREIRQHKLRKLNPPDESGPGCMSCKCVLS
Rab2A wt mod: modulators of GTP binding to Rab2A wildtype, primary screen, biochemical, dog, bead-based flow cytometry, multiplex; GST-Rab2 wt beads, Bodipy-GTP binding; AID 760, 2007; Ras-related protein Rab-2A (Canis lupus familiaris), P61105; GTP binding activity, % at 10 µM; 190,000 tested, 0.19% active;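 active = GTP binding activity at least 20 points away from 100%, either lowered or raised; inconclusive = signal likely due to the compound's own green fluorescence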;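 note: 0% = beads with excess unlabeled GTP and 100% = no-compound control corrected for plate trend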
Rac1 mut GTP: GTP binding modulators of activated mutant Rac1, primary screen, biochemical, bead-based flow cytometry, multiplex, fluorescent GTP. GST-Rac1 activated beads; actives lie on both sides; 100% means binding = to untreated wells. percent activity (GTP binding), % at 10 µM. 190,000 tested, 0.11% active;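 active = GTP binding at least 20 percentage points away from the 100% baseline, in either direction, so actives lie on both sides; inconclusive = Compound likely fluorescent itself, or too few beads counted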
Cdc42 wt: modulators of GTP binding to wildtype Cdc42, primary screen, biochemical, multiplex bead flow cytometry, Bodipy-GTP. Cell division control protein 42 homolog (Homo sapiens), P60953. GST-Cdc42 beads; actives lie on both sides. percent activity (GTP binding), % at 10 µM. 190,000 tested, 0.2% active. AID 761, 2007;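 active = percent activity GTP binding at least 20 points away from the 100% baseline, either down as inhibitor or up as activator; inconclusive = compound flagged as likely green fluorescent from well-wide comparison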;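 note: median bead fluorescence of bound Bodipy-FL-GTP at 100 nM; 0% = excess unlabeled GTP control and 100% = no compound control; below 100% means less GTP binding so inhibitor and above means activator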
Target sequence (P60953 whole entry, looked up): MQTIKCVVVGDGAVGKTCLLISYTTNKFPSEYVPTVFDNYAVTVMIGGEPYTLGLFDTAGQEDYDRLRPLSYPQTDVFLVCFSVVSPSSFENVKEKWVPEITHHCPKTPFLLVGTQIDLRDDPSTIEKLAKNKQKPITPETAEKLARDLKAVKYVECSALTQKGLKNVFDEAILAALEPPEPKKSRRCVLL
* marks the source's active call; other numbers are inactive results; ? = inconclusive; nt = not tested or not shown; & = joins results of further samples.

SMILES	ABCB1 inh	Avidin bead fluor	Pf gamet viab	Rab7 wt modul	ABCG2 inh	Rac1 wt modul	GSH fluor	HRas wt GTP bind	Rab2A wt mod	Rac1 mut GTP	Cdc42 wt
Nc1cccc2c1C(=O)N(C(=O)c1cccc(S(=O)(=O)N3CCCC3)c1)C2=O	0.1	33	nt	98	0	101	16	99	98	98	100
CCc1ccc(NC(=O)c2cnc3scc(C)n3c2=O)cc1	0.3	6	nt	98	3	102	17	101	97	98	101
O=S(=O)(c1ccc(Cl)cc1)N1CCN=C1SCc1cccc(Cl)c1	5.5	4	0	98	20	102	10	99	96	97	99
Cc1ccc(O)c(NC(=O)COc2cc(C)ccc2C)c1	0.4	33	nt	100	3	103	21	102	101	103	103
CCOC(=O)c1cc2sc(C)cc2n1CC(=O)N1CCOCC1	0.0	24	nt	97	0	102	26	99	100	99	99
CCOC(=O)/C=C/C(=O)OCC(=O)Nc1ccc(Cl)cn1	0.0	4	nt	94	0	100	57	97	95	97	96
CCOC(=O)c1sc2nc(C)cc(-c3ccccc3)c2c1N	0.2	11	2	98	0	105	12	101	101	100	107
O=C(N/N=C/c1cccnc1)c1cccc(S(=O)(=O)N2CCCC2)c1	1.1	8	3	103	4	95	10	97	94	95	101
COc1cccc(-n2nnnc2SCC(=O)Nc2cccc(C)n2)c1	0.5	16	-14	95	4	96	47	98	97	95	102
Cc1nc(N)sc1-c1nnc(SCC(=O)Nc2ccccc2C(F)(F)F)n1C	0.9	20	12	96	3	101	12	103	102	99	106

A section of the results above:
SMILES	ABCB1 inh	Avidin bead fluor	Pf gamet viab	Rab7 wt modul	ABCG2 inh	Rac1 wt modul	GSH fluor	HRas wt GTP bind	Rab2A wt mod	Rac1 mut GTP	Cdc42 wt
O=S(=O)(c1ccc(Cl)cc1)N1CCN=C1SCc1cccc(Cl)c1	5.5	4	0	98	20	102	10	99	96	97	99
Cc1ccc(O)c(NC(=O)COc2cc(C)ccc2C)c1	0.4	33	nt	100	3	103	21	102	101	103	103
CCOC(=O)c1cc2sc(C)cc2n1CC(=O)N1CCOCC1	0.0	24	nt	97	0	102	26	99	100	99	99
CCOC(=O)/C=C/C(=O)OCC(=O)Nc1ccc(Cl)cn1	0.0	4	nt	94	0	100	57	97	95	97	96
CCOC(=O)c1sc2nc(C)cc(-c3ccccc3)c2c1N	0.2	11	2	98	0	105	12	101	101	100	107
O=C(N/N=C/c1cccnc1)c1cccc(S(=O)(=O)N2CCCC2)c1	1.1	8	3	103	4	95	10	97	94	95	101
COc1cccc(-n2nnnc2SCC(=O)Nc2cccc(C)n2)c1	0.5	16	-14	95	4	96	47	98	97	95	102
Cc1nc(N)sc1-c1nnc(SCC(=O)Nc2ccccc2C(F)(F)F)n1C	0.9	20	12	96	3	101	12	103	102	99	106

(cont.)
SMILES	ABCB1 inh	Avidin bead fluor	Pf gamet viab	Rab7 wt modul	ABCG2 inh	Rac1 wt modul	GSH fluor	HRas wt GTP bind	Rab2A wt mod	Rac1 mut GTP	Cdc42 wt
C#CCOCCOCCOCCNc1nc(N2CCN(C(=O)[C@H](C(C)C)n3cc(CCO)nn3)CC2)nc(N2CCN(C(=O)[C@H](CCCCN)n3cc(CCCC)nn3)CC2)n1	1.7	10	-7	95	2	107	18	101	103	102	104
Cc1nc(N2CCN(c3ccccc3)CC2)[nH]c(=O)c1CCC(C)C	0.3	11	-10	98	24	98	15	96	95	96	95
Cc1ccc(N2C(=O)C3NN=C(C(=O)OCc4ccccc4)C3C2=O)cc1 (stereo not drawn)	0.3	3	3	99	3	101	6	99	96	97	98
c1ccc(CN2CCN(CCOCCOc3cccc4ccccc34)CC2)cc1	0.6	9	0	87	1	88	17	83	78*	80	80
Cc1csc2ncc(C(=O)NC(C)c3ccccc3)c(=O)n12 (stereo not drawn)	-1.4	7	nt	99	-2	101	19	101	101	102	100
O=C(O)CSCC(=O)Nc1ccc(C(=O)O)cc1	-0.3	12	nt	97	0	101	23	103	103	102	104
Cc1ccc2cc(/C=C(\C#N)C(N)=O)c(N3CCCCC3)nc2c1	-2.0	5	-13	99	-4	104	9	97	99	99	100
COc1ccc(C(NC(=O)CNC(C)=O)C(=O)Nc2ccc(C(C)C)cc2)cc1 (stereo not drawn)	1.0	10	nt	100	3	100	63	102	100	97	101
CCc1ccc(N2CC(C(=O)N/N=C/c3cc([N+](=O)[O-])ccc3O)CC2=O)cc1 (stereo not drawn)	-0.5	10	8	97	-2	94	14	94	92	90	92
FC(F)(F)c1ccccc1NC(=S)NC1CCN(Cc2ccccc2)CC1	-0.1	11	12	?	-1	?	18	?	?	?	?
CN(Cc1ccccc1)CC(O)COc1ccc(CNCCc2ccncc2)cc1 (stereo not drawn)	-0.1	8	-15	97	0	100	9	96	96	96	97
Cc1ccc(-c2csc3ncnc(Oc4ccc5c(C)cc(=O)oc5c4)c23)cc1	3.9	12	-21	100	14	107	10	103	101	103	101
O=C(Nc1ccc(Cl)cc1)N(Cc1nc2ccccc2c(=O)[nH]1)Cc1cccs1	2.3	17	-9	99	66	98	11	96	94	98	100
CC(/C=C/c1ccco1)=N\NC(=O)c1cccnc1	-0.1	7	nt	95	0	94	21	95	95	93	99
O=C(NNC(=O)c1cccc(-n2cnnn2)c1)c1ccccc1	0.3	6	nt	102	2	96	17	99	98	96	97
O=S(=O)(c1ccccc1C(F)(F)F)N1CCOCC1	0.6	39	nt	100	2	104	50	101	101	100	104
CCN(C(=O)Cc1nc(N)n[nH]1)C1(C(=O)Nc2ccccc2)CCCCC1	0.8	7	14	105	3	99	13	97	98	97	99
C=CCc1ccc(OCC(O)CN2CCN(Cc3ccccc3)CC2)c(OC)c1 (stereo not drawn)	0.9	11	3	106	7	101	9	102	97	95	94
CCC1CCCCN1C(=O)C1CC(c2cc(Cl)c(OC)cc2OC)=NO1 (stereo not drawn)	0.5	25	nt	99	4	101	23	98	96	98	97
C/C(=N\NC(=O)c1cccc(N/N=C(\C)c2ccco2)c1)c1ccco1	-0.9	18	-5	90	-1	94	12	89	90	94	91
Cc1cc(C)c2c(N=NN3CCOCC3)[nH]nc2n1	-0.8	5	-37	103	-5	104	9	101	100	99	97
O=C(Cc1cc(=O)[nH][nH]1)N/N=C/c1cccc2ccccc12	0.4	11	-4	90	0	98	20	94	93	95	95
Cc1ccc(S(=O)(=O)N/N=C/c2c(F)cccc2Cl)cc1	-0.3	9	-1	99	1	102	13	102	99	99	100
C=CCc1cccc2cc(C(=O)NC)c(=O)oc12	0.8	11	18	96	7	96	24	98	99	98	97
CC(C)N1CCc2c(sc(NC(=O)CCc3ccccc3)c2C(N)=O)C1	0.3	24	-36	106	1	99	10	100	101	97	98
CNC(=O)C12CCC(C)(c3nc4cc(C)c(C)cc4nc31)C2(C)C (stereo not drawn)	0.7	8	-15	103	2	105	44	101	100	101	102
CCc1ccc(NC(=O)CN(N=Nc2nonc2C)c2nonc2C)cc1	0.4	19	nt	104	5	99	9	97	96	95	96
Cc1cccc(NC(=O)C23CCC(C)(C2Br)C3(C)C)c1 (stereo not drawn)	0.5	5	nt	96	4	99	26	98	98	98	99
COc1ccc2nc(C)cc(SCC(=O)N/N=C/c3ccccc3)c2c1	nt	10	-35	93	10	97	8	96	96	98	98
O=c1cc(N2CCCCC2)c(-c2ccccc2)nn1Cc1ccc(F)cc1	1.2	9	-14	105	1	97	12	95	95	93	94
O=C(Nc1cccc(F)c1)NC1CC2CCCC(C1)N2C1CC1 (stereo not drawn)	0.2	8	nt	?	0	?	6	?	?	?	?
Nc1nc2ccc(OC(F)(F)F)cc2s1	0.5	6&8	nt	103	4&1	101	19&66	97	101	100	100
Nc1c(C(=O)N2CCCCC2)sc(=S)n1-c1ccccc1	-0.1	10	nt	100	-2	94	18	95	97	94	93
COc1ccc(OC)c(NC(=O)C2CCCN(S(=O)(=O)c3cccc4nsnc34)C2)c1 (stereo not drawn)	1.3	8	nt	100	14	105	15	99	98	100	101
Cc1cc2n(c1)CCn1c(C)ccc1-2	1.0	2	nt	103	5	101	14	103	105	99	104
COc1ccc(C(=O)C2CCCN(Cc3ccc4nonc4c3)C2)cc1OC (stereo not drawn)	3.7	3	2	93	5	97	10	96	95	95	97
CCN(CC)CCNC(=O)c1c(C)n(-c2ccccc2)c2cc(Br)c(OC)cc12	2.1	34	10	96	7	97	14	98	96	95	96
CC(OC(=O)c1cc2c(ccc3ccccc32)oc1=O)c1nc2ccccc2s1 (stereo not drawn)	-0.5	13	18	?	-1	?	17	?	?	?	?
Cc1cccc(C2CC(c3ccccc3)Nc3ncnn32)c1 (stereo not drawn)	-2.0	7	nt	102	-2	106	21	101	102	100	102
COc1ccc(C(C(=O)NC2CCCC2)N(C(=O)c2snc(-c3ccc(F)cc3)c2N)c2ccccc2)cc1 (stereo not drawn)	0.1	12	13	98	1	105	9	101	101	104	102
CC(=O)C1C(c2cccc(Oc3ccccc3)c2)NC(=O)NC1(O)C(F)(F)F (stereo not drawn)	1.0	18	10	94	3	96	35	98	96	93	98
O=C(Cn1nnc(-c2ccccc2NC(=O)C2CC2)n1)NC1CCCCC1	0.9	13	nt	104	7	100	23	102	100	98	102
CCO[C@@H]1OC(C(=O)NCc2ccccc2)=C[C@H](C)[C@H]1CCCO	0.9	6	nt	103	5	96	20	96	97	95	98
CCC(C(=O)Nc1cc(C)nn1-c1nc(C)cc(C)n1)c1ccccc1 (stereo not drawn)	2.3	29	nt	99	7	96	22	95	95	96	93
